Screening results: PubChem BioAssay, The Scripps Research Institute Molecular Screening Center
SRC3 TRFRET art – TR-FRET detection interference compounds, artefact control for PPARgamma SRC-3 recruitment agonists, biochemical, TR-FRET ratio. TR-FRET artefact counter-screen, PPARgamma/SRC-3 format; stronger effect = higher value. TR-FRET ratio at 8 µM. 0.39% of 99,000 active. AID 1048, 2008; in the data active = TR-FRET ratio above about 2000; also: inactives centre near 1600
SRC1 TRFRET art – TR-FRET detection interference compounds, primary screen, artefact control for PPARgamma SRC-1 recruitment agonists, biochemical, TR-FRET emission ratio. TR-FRET detection artefact counter-screen; stronger effect = higher value. 0.34% of 99,000 active. TR-FRET ratio at 8 µM; in the data active = TR-FRET ratio above about 2300; also: inactives centre near 1800
The depositor's hits bear a star. This is a subset, so the mix of outcomes need not match the whole.

SMILES	SRC3 TRFRET art	SRC1 TRFRET art
C/C(=N/NS(=O)(=O)c1ccccc1)c1ccc(NC(=O)C(F)(F)F)cc1	1463	1548
O=C(COc1cccc2c1CCN(Cc1ccccc1)C2=O)N1CCCCC1	1580	1949
O=C(CCCCn1c(=O)c2ccccc2n(CC(=O)Nc2cccc(F)c2)c1=O)NCc1ccco1	1518	2097
COc1ccc(-n2c3c(cc(C(=O)NNc4ccccc4C)c2=O)C(=O)CC(C)(C)C3)cc1	1446	1822
COc1ccc(C(=O)/C(C#N)=N/Nc2cccc([N+](=O)[O-])c2)cc1	1461	1715
COc1ccc(-c2cc(C(F)F)n3ncc(C(=O)Nc4cccc(S(=O)(=O)N5CCOCC5)c4)c3n2)cc1	1529	1763
CCC(C)n1c(SCC(=O)/C(C#N)=C(\C)N)nc2ccccc2c1=O (centres undefined)	1438	1972
O=C(NNC(=O)c1cccc(Br)c1)C(=O)N1CCCCC1	1589	1796
CN(C)/N=C/c1cn(-c2ccccc2)nc1-c1cccnc1	1609	1926
S=c1[nH]nc(-c2ccc(Br)cc2)n1Cc1ccccc1	1638	1639
Cc1cccc(NC(=S)N2CCN(S(=O)(=O)c3cccc(F)c3)CC2)c1	1730	1705
COc1ccc(-c2ccc(SCC(=O)c3cccs3)nn2)cc1	2137*	2310
COCCNC(=O)c1nc2ccccc2s1	1546	1706
COc1ccc(CNC(=O)C/C(C)=N/NC(=O)COc2ccc(C)cc2Br)cc1	1485	1940
CCOC(=O)N1CCN(c2nc(C)cc(C(F)(F)F)n2)CC1	1259	1810
CCOC(=O)C1(O)CC(C)=NN1C(=O)c1cccc(Cl)c1 (centres undefined)	1402	1838
CC(C)(C)OC(=O)NNC(=O)c1cccs1	1298	1722
O=C(Oc1ccc2c(=O)c(Oc3ccc4ccccc4c3)coc2c1)c1cccnc1	1671	1924
CCCS(=O)(=O)N1CCC(Cc2ccc(OC)cc2)(C(=O)OCC)CC1	1608	1695
O=C1Nc2ccc(Cl)cc2/C1=C/C1CC=CCC1 (centres undefined)	1361	1687
O=c1nc(/C=C/c2cccn2-c2ccc([N+](=O)[O-])cc2)cc(C(F)(F)F)[nH]1	1388	1974
COC(=O)/C(=C\c1ccc(O)cc1)c1nc2ccccc2[nH]1	1517	1968
c1ccc(C2=NNC(=NCc3ccc4c(c3)OCO4)SC2)cc1	1655	1906
Cc1cc(C)n(CCC(=O)N/N=C/c2ccc(O)cc2)n1	1618	1789
COc1ccccc1CC(=O)NNS(=O)(=O)c1ccc([N+](=O)[O-])cc1	1607	1733
CC(Oc1ccc(F)cc1)C(O)CCN(C)C (centres undefined)	1642	1909
O=c1ccc(Cc2ccc(Cl)cc2)n[nH]1	1572	1829
Cc1ccc(NS(=O)(=O)c2cc(C(=O)OCC(=O)NCC3CCCO3)ccc2C)cc1 (centres undefined)	1659	1870
CCOc1ccc(Cc2n[nH]c(=S)n2Cc2ccccc2)cc1	1489	1979
O=C(O)c1cc([N+](=O)[O-])ccc1N1CCC(Cc2ccccc2)CC1	1635	1807
CCC(C)NC(=O)CCC(=O)NNc1nc2ccccc2c2nc(C)nn12 (centres undefined)	1410	2125
N#C/C(=C\c1cn(Cc2ccccc2F)c2ccccc12)C(=O)NCc1ccco1	1580	1656
CC(=O)c1cc(C#N)c(N(C)Cc2ccccc2)nc1C	1667	2053
Nc1cc(S(=O)(=O)N2CCCCC2)ccc1Oc1ccccc1	1629	1732
Cn1c(=O)cc(OCCCC(=O)NCc2cccnc2)c2ccccc21	1558	1724
COc1ccc(C(=O)C2CCCN(C(=O)CCc3scnc3C)C2)c(C)c1 (centres undefined)	1541	1834
Cc1cc(C)n(CCCN2C(=O)c3cccc4cccc(c34)C2=O)n1	1740	2053
CCNc1ccc(C(=O)O)cc1N	1429	1787
O=C(COc1ccccc1F)N1CCN(S(=O)(=O)/C=C/c2ccccc2)CC1	1639	1935
CCOC(=O)N1CCC(N2C(=O)c3ccccc3C2Nc2ccc(S(=O)(=O)N3CCOCC3)cc2)CC1 (centres undefined)	1607	1637
O=C(CCc1n[nH]c(=O)[nH]c1=O)N/N=C/c1ccc(Br)o1	1646	2064
CCC(C)C(NC(=O)c1ccc(Cl)cc1Cl)C(=O)O (centres undefined)	1616	1668
O=C(CN1CCN(CC(=O)Nc2ccccc2F)CC1)Nc1ccc2c(c1)OCCO2	1664	1713
O=C(CSc1nc2ccc(Cl)cc2[nH]1)NCCc1ccccc1	1593	1653
COc1cc(-c2cc(-c3ccc(O)cc3)nc(N)c2C#N)ccc1O	1621	1691

Fetched one by one from the entries so far:
SMILES	SRC3 TRFRET art	SRC1 TRFRET art
Cc1ccc(NS(=O)(=O)c2cc(C(=O)OCC(=O)NCC3CCCO3)ccc2C)cc1 (centres undefined)	1659	1870
O=C(CCCCn1c(=O)c2ccccc2n(CC(=O)Nc2cccc(F)c2)c1=O)NCc1ccco1	1518	2097

Next section.
SMILES	SRC3 TRFRET art	SRC1 TRFRET art
O=C(O)c1cc2ncc(-c3[nH]ncc3[N+](=O)[O-])cn2n1	1668	1688
Nc1c(C(=O)c2ccco2)oc2ccccc12	1602	1937
CN(C)C(=O)COc1ncnc2scc(-c3ccc(F)cc3)c12	1399	1857
O=[N+]([O-])c1ccc(OCC(O)CN(C2CCCCC2)C2CCCCC2)cc1 (centres undefined)	1258	1518
Cc1cccc(Nc2nnc(SCC(=O)NC(=O)Nc3ccc4c(c3)OCCO4)s2)c1	1320	1686
COc1ccc(CN2C(=O)c3c(c(C)n(C)c3C)C2C(=O)NC2CCC(C)CC2)cc1 (centres undefined)	1478	1603
COc1ccccc1/C=N/NC(=O)CSc1cc(C)nc2ccccc12	1574	1726
O=C(NCc1ccc(-c2nc3ccccc3s2)cc1)c1cc2ccccc2o1	1487	1914
Cc1ccc(CNC(=O)/C=C/C(=O)O)cc1	1534	2031
O=C(CSc1nc(-c2ccccc2Cl)ns1)NCc1ccc2c(c1)OCO2	1402	1638
COc1ccccc1CN(C)C(=O)C1(c2ccc(Cl)cc2)CC1	1487	1987
O=C1C(=O)N(Cc2cccc([N+](=O)[O-])c2)c2ccccc21	1666	1641
COC(=O)CSc1nccc(-c2ccc(F)cc2)c1C#N	1453	1617
COc1ccc(NS(=O)(=O)c2ccc(Cl)c(C(=O)O)c2)cc1S(=O)(=O)N1CCCCC1	1547	1853
COc1ccc(-n2nnnc2SCC(=O)NCc2cccs2)cc1	1505	1831
CN(Cc1cccnc1)C(=O)CC1C(=O)NCCN1Cc1ccc(-c2ccccc2)cc1 (centres undefined)	1510	1809
CCCCCCCCCC(=O)NNC(=O)c1c(O)c2ccccc2n(CC)c1=O	1705	1938
COC(C(=O)Nc1cccc(F)c1)c1ccccc1 (centres undefined)	1992	1700
Cc1c(Cl)cnc(NC(=O)COC(=O)c2ccc(S(=O)(=O)NCc3ccco3)cc2)c1Cl	1444	1813
Cn1nnnc1SCC(=O)NCc1cc([N+](=O)[O-])ccc1O	1634	1737
O=C(COC(=O)C1CC(=O)N(Cc2ccccc2)C1)Nc1ccccc1F (centres undefined)	1415	1525
CC1CCN(C(c2ccc(N(C)C)cc2)c2nnnn2C(C)(C)C)CC1 (centres undefined)	1546	1752
CCNC(=O)CC1C(=O)N(c2ccc(F)cc2)C(=S)N1CCc1ccncc1 (centres undefined)	1498	1373
Cc1ccc(CSCCNC(=O)c2ccc(C)cc2)cc1	1732	1864
CNC(=O)COc1cccc(C(=O)NCc2ccccc2)c1	1614	2166
CCOC(=O)Cn1nc(C)c([N+](=O)[O-])c1C	1656	1744
COc1ccc(C(=O)Nc2ccc(S(=O)(=O)Nc3onc(C)c3C)cc2)c(OC)c1	1917	1850
COc1ccc(C(=O)NCc2ccc3c(c2)cc(C)n3C)cc1OC	1606	1553
CCCn1cc(CN2CCCC(C(=O)c3cccc(OC(C)C)c3)C2)c(C)n1 (centres undefined)	1562	1821
O=C(Nc1ccccc1N1CCOCC1)c1cc(Br)c(Br)s1	1664	1894
O=C(CSCc1nc2c(nnn2Cc2ccc(F)cc2)c(=O)[nH]1)Nc1cccc(C(F)(F)F)c1	1618	1544
NC(=O)Cc1ccc(C(=O)c2ccccc2)s1	1606	1792
C=CCN1C(=O)C(CC(=O)Nc2ccccc2)N(Cc2ccccn2)C1=S (centres undefined)	1582	1767
COc1cc(-c2nc3ccccn3c2/N=C/c2cccc(OC)c2O)ccc1O	1752	2128
CCCCC[C@H](O)/C=C/[C@@H]1[C@@H](CCCCCCC(=O)O)[C@@H](O)C[C@H]1O	1384	1634
CCCOc1cccc(NC(=O)OC2CCN(C)CC2)c1	1624	1914
Cc1ccccc1C(OCCN(C)C)C1CCCCC1 (centres undefined)	1311	1579
CCc1ccccc1NC(=S)N(CCN(C)C)C(C)c1cccnc1 (centres undefined)	1808	1975
CCc1ccc(CN2C(=O)c3ccccc3C2C(=O)NCc2cccnc2)cc1 (centres undefined)	1893	1931
COc1ccc(/C=N/NC(=O)C(C)n2cnc3ccccc3c2=O)cc1 (centres undefined)	1256	1631
O=C(CSc1nc2nc3c(cc2c(=O)n1-c1ccccc1)CCCC3)Nc1ccccc1	1768	1805
CC(=O)/C(N=Nc1cccc(C(F)(F)F)c1)=C(\C)O	1824	1789
CCCCC(CC)CNC(=O)C(=O)c1ccccc1NC(C)=O (centres undefined)	1657	1759
O=C(NNC(=S)NC1CCCCC1)c1ccccc1Cl	1685	1926
Cc1ccc(OCCn2cccn2)c(C)c1	1467	2024

As a short view, some entries already given.
SMILES	SRC3 TRFRET art	SRC1 TRFRET art
COc1ccc(C(=O)NCc2ccc3c(c2)cc(C)n3C)cc1OC	1606	1553
CCCn1cc(CN2CCCC(C(=O)c3cccc(OC(C)C)c3)C2)c(C)n1 (centres undefined)	1562	1821
O=C(Nc1ccccc1N1CCOCC1)c1cc(Br)c(Br)s1	1664	1894
O=C(CSCc1nc2c(nnn2Cc2ccc(F)cc2)c(=O)[nH]1)Nc1cccc(C(F)(F)F)c1	1618	1544
NC(=O)Cc1ccc(C(=O)c2ccccc2)s1	1606	1792
C=CCN1C(=O)C(CC(=O)Nc2ccccc2)N(Cc2ccccn2)C1=S (centres undefined)	1582	1767
COc1cc(-c2nc3ccccn3c2/N=C/c2cccc(OC)c2O)ccc1O	1752	2128
CCCCC[C@H](O)/C=C/[C@@H]1[C@@H](CCCCCCC(=O)O)[C@@H](O)C[C@H]1O	1384	1634
CCCOc1cccc(NC(=O)OC2CCN(C)CC2)c1	1624	1914
Cc1ccccc1C(OCCN(C)C)C1CCCCC1 (centres undefined)	1311	1579
CCc1ccccc1NC(=S)N(CCN(C)C)C(C)c1cccnc1 (centres undefined)	1808	1975
CCc1ccc(CN2C(=O)c3ccccc3C2C(=O)NCc2cccnc2)cc1 (centres undefined)	1893	1931
COc1ccc(/C=N/NC(=O)C(C)n2cnc3ccccc3c2=O)cc1 (centres undefined)	1256	1631
O=C(CSc1nc2nc3c(cc2c(=O)n1-c1ccccc1)CCCC3)Nc1ccccc1	1768	1805
CC(=O)/C(N=Nc1cccc(C(F)(F)F)c1)=C(\C)O	1824	1789
CCCCC(CC)CNC(=O)C(=O)c1ccccc1NC(C)=O (centres undefined)	1657	1759
O=C(NNC(=S)NC1CCCCC1)c1ccccc1Cl	1685	1926
Cc1ccc(OCCn2cccn2)c(C)c1	1467	2024

Other compounds follow:
SMILES	SRC3 TRFRET art	SRC1 TRFRET art
COc1ccccc1-c1c(C)nn2c(C)cc(C)nc12	1499	1662
Cn1c(=O)[nH]c(=O)c2c1nc(N1CCCC1)n2CCCSc1nc2ccccc2o1	1559	1882
CCSc1nc(CC)c2c(c1C#N)CCCC2	1606	1350
CCn1c(SCC(=O)Nc2ccc(OC)c(OC)c2)nnc1-c1cccs1	1555	2071
Cc1cs/c(=N\N=C\c2ccc(O)cc2)n1Cc1ccco1	1531	1987
O=C(c1cnc2ccc(Cl)cc2c1Cl)N1CCOCC1	1504	1863
CC(NCc1ccc(OCc2ccc(Cl)cc2)cc1)C(O)c1ccccc1 (centres undefined)	1379	1772
CC(C)N1CCN(Cc2ccc(OCc3ccccc3)cc2)CC1CCO (centres undefined)	1433	1632
C=CCNC(=O)/C(=C/c1cccc([N+](=O)[O-])c1)NC(=O)c1ccco1	1433	1676
CCOC(=O)c1c(-c2ccc(C)cc2)csc1NC(=O)c1ccc(N2C(=O)CCC2=O)cc1	1440	1659
CCn1c(/C=C/c2c(C)n(CC)c3ccccc23)nc2ccccc2c1=O	1500	1688
Cc1ccc(C(=O)NC(=S)NCc2cccnc2)cc1	1426	1869
Cc1cnc(C(=O)N2CCCC(C(=O)c3ccc(Cl)cc3C)C2)cn1 (centres undefined)	1685	1954
O=C(Cc1cnc2ncnn2c1)N1CCc2c([nH]c3ccccc23)C1c1ccccn1 (centres undefined)	1486	1802
COc1ccc(-n2c(C)cc(C(=O)CN3CCC(C)CC3)c2C)cc1	1679	1789
Cc1nn(-c2ccccc2)c(N2CCCC2)c1/C=N/NC(=O)c1cc(-c2ccccc2)nc2ccccc12	1542	1722
COc1ccc(/C(C)=N/OC/C(O)=C(\C#N)c2nc3ccccc3[nH]2)c(OC)c1	1541	2132
N#C/C(=C(/O)c1ccc([N+](=O)[O-])cc1)c1nnc2n1CCCCC2	1628	1770
COc1cc(C(=O)NC(=S)Nc2ccc([N+](=O)[O-])cc2C)cc(OC)c1OC	1561	1608
COc1ccccc1N1C(=O)C2ON(c3ccccc3)C(c3ccc(N(C)C)cc3)C2C1=O (centres undefined)	1636	1805
COc1ccc(N(CC(=O)O)S(=O)(=O)c2ccccc2[N+](=O)[O-])c(OC)c1	1371	1681
O=C(NC1CCCc2c1cnn2-c1ccc(F)cc1F)c1ccccn1 (centres undefined)	1365	1787
CC1(C)CC(=O)C(C(C2=C(O)CC(C)(C)CC2=O)c2ccc(Cl)c([N+](=O)[O-])c2)C(=O)C1 (centres undefined)	1529	2001
Cc1cc(C)c(NC(=O)c2oc3ccccc3c2COc2ccccc2)c(C)c1	1489	1909
C/C(=N\NC(=S)NCc1ccccc1)c1ccc(Cl)cc1	1857	1786
CCSc1nnc(NC(=O)c2ccc(S(=O)(=O)N(C)C)cc2)s1	1572	1891
O=C(NNC(=O)C1CC1c1ccccc1)c1ccccc1F (centres undefined)	1697	1611
O=C(COc1cccc(NC(=O)c2ccccc2)c1)c1ccccc1	1563	1687
